Source: PubChem BioAssay
PLK1 PBD block = qHTS for Inhibitors of PLK1-PDB (polo-like kinase 1 - polo-box domain): Primary Screen. Serine/threonine-protein kinase PLK1 (Homo sapiens), P53350. Plk1 PBD binding of FITC phosphopeptide, fluorescence polarization. Potency, µM, inactives show max response, negative = inhibition, usual class: inhibitors. hit rate 2.8% among 360,000; also: potency is read from the fitted curve at half-maximal effect; series mostly up to about 57 µM; % is scaled to controls: 0 for no effect and ±100 for the full control effect; nearly all actives have a fitted effect of over 65% in size
PI5P4K alpha inh = qHTS for Inhibitors of phosphatidylinositol 5-phosphate 4-kinase (PI5P4K). max response, %. hit rate 1.2% among 330,000. AID 652105, 2013. PI5P4Kalpha enzyme, ADP-Glo luminescence, 60 min; active compounds read low; active = max response of -50% or lower; inconclusive = between -30% and -50%; inactive = -30% or higher; also: value at the top dose of about 77 µM; % is scaled to controls: 0 for no effect and ±100 for the full control effect
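Human PI5P4Kalpha with substrate in 0.038 M HEPES pH 7.4, 0.28 mM EGTA, 0.1% CHAPS, 5% DMSO; reaction started with 5 microM ATP (final), 60 min at room temperature. ADP formed read by ADP-Glo luminescence.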
GLP-1R inv ag = qHTS of GLP-1 Receptor Inverse Agonists (Inhibition Mode); Glucagon-like peptide 1 receptor (Homo sapiens), P43220; HEK293 GLP-1R CRE-luciferase, luminescence, 24 h; GLP-1R form is constitutively active; Potency, µM (highest dose often 38.3 µM), for inactives: at the top dose activity change, negative = inhibition, most hits filed as inhibitors; hit rate 1.6% among 410,000; AID 624417, 2012; also: potency is read from the fitted curve at half-maximal effect; % is scaled to controls: 0 for no effect and ±100 for the full control effect; nearly all actives have a fitted effect of over 55% in size
Target sequence (P43220 whole entry, looked up): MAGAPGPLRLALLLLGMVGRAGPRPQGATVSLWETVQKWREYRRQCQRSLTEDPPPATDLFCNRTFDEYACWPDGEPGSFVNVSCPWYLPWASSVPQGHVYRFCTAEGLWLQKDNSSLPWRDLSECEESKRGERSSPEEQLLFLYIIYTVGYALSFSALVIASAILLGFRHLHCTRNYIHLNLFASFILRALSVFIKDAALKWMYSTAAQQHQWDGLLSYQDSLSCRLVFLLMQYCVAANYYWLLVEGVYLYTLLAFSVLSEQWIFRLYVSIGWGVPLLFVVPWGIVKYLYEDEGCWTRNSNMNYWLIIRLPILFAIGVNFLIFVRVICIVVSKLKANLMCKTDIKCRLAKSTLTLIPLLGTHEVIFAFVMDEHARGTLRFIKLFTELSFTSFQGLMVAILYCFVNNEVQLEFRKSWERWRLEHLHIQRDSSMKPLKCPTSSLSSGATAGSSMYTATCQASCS
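HEK293 cells stably co-expressing constitutively active GLP-1R and a cAMP-responsive luciferase reporter were seeded in DMEM with 10% Nu serum, given compounds after 12 h, and incubated 24 h at 37 deg C. Luminescence was then read.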
IL2 activator = qHTS of IL-2 Activators | activation, % (series mostly up to about 46 µM) | hit rate 0.065% among 360,000 | IL-2 activation reporter assay, cell-based qHTS; stimulated with anti-CD3/CD4/CD28 beads; in transgenic mouse T cells | AID 652025, 2013; in the data active = activation above about 50%; inconclusive = mostly about 30% to 49%; also: 0% is about no effect
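Unstimulated transgenic mouse T cells; 60-min compound exposure; bead-based TCR/CD4/CD28 stimulation; 18 h culture, 37 degrees C; dual fluorescence (EGFP, DsRed) plate cytometry.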
EPAC1 antag = qHTS for Antagonist of cAMP-regulated guanine nucleotide exchange factor 3 (EPAC1): primary screen. EPAC1 GEF assay, Rap1b-BODIPY-GDP exchange fluorescence. Potency, µM (titrated, usually from 115 µM), for the others: at the top dose activity change, negative = inhibition, usual class: inhibitors. hit rate 0.14% among 360,000;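 also: potency is read from the fitted curve at half-maximal effect; plate controls were vehicle for no effect and positive control for full effect; nearly all actives have a fitted effect of over 50% in size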
EPAC1 ag = qHTS for Agonist of cAMP-regulated guanine nucleotide exchange factor 3 (EPAC1): primary screen; Rap guanine nucleotide exchange factor 3 (Homo sapiens), O95398; EPAC1 agonist qHTS, biochemical assay; response scale: 100% = response to 6.5 mM cAMP; Potency, µM (titrated, usually from 154 µM), for the others: at the top dose activation, hits mostly activators; hit rate 0.073% among 360,000; AID 720707, 2013; also: potency is read from the fitted curve at half-maximal effect; nearly all actives have a fitted effect of over 60% in size
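Nucleotide exchange assay: 100 nM EPAC1 with 250 nM Rap1B loaded with BODIPY-GDP and 50 uM GDP, room temperature. Fluorescence (480/540 nm) read every 5 min for 30 min; signal change normalized to 6.5 mM cAMP as full agonist.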
HEK293 tox = qHTS of GLP-1 Receptor Inverse Agonists: Cytotox Screen; HEK293 cAMP-luciferase reporter cells, luminescence, 24 h; Potency, µM (top dose mostly 38.3 µM), for the others: top-dose activity change, negative = inhibition, hits mostly inhibitors; hit rate 0.13% among 410,000; AID 624418, 2012;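 also: loss of luciferase light is scored as toxicity; potency is read from the fitted curve at half-maximal effect; % is scaled to controls: 0 for no effect and ±100 for the full control effect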
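Luminescence readout: signal drop marks cytotoxicity. Plated cells grew 12 h at 37 °C, 5% CO2, received 23 nL compound for 24 h, then got luciferase reagent, read after 12 min at RT.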
GLP-1R agonist = qHTS of GLP-1 Receptor Agonists; Glucagon-like peptide 1 receptor (Homo sapiens), P43220; HEK293 GLP-1R CRE-luciferase, luminescence, 4-6 h; cells express a hypersensitive GLP-1R form; Potency, µM (series often up to 45.6 µM), inactives show at the highest dose activation, hits mostly activators; hit rate 0.007% among 380,000; AID 624172, 2012; also: potency is read from the fitted curve at half-maximal effect; % of control where 0% means no effect
PTHR1 agonist = qHTS for PTHR1 Agonists: Primary Screen. Parathyroid hormone/parathyroid hormone-related peptide receptor (Homo sapiens), Q03431. HEK293 GP2 PTHR1 cells, GloSensor cAMP luminescence, 1 h. Potency, µM (series often up to 115 µM), for inactives: at the top dose activation, usual class: activators. hit rate 0.075% among 410,000. AID 743266, 2014; also: potency is read from the fitted curve at half-maximal effect; nearly all actives have a fitted effect of over 55% in size; some results filed as inactive show a strong effect at the top dose; inactives centre near -15; many of its hits are not listed in these tables
Target sequence (Q03431 whole entry, looked up): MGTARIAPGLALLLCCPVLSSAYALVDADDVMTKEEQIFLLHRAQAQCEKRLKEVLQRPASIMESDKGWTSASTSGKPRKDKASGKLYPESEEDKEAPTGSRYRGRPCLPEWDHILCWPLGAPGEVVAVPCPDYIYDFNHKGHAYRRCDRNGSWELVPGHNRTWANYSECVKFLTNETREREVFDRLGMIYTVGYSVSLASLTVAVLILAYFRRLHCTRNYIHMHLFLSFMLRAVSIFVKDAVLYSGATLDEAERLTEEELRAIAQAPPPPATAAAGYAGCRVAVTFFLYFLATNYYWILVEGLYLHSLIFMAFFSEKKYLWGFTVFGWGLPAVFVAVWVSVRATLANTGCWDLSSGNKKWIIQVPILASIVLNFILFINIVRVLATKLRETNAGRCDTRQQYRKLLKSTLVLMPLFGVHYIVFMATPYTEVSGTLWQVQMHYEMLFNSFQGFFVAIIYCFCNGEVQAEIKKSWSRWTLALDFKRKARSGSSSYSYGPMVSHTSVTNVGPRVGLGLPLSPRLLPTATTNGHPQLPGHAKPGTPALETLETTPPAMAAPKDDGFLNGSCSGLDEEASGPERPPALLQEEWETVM
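HEK-293-derived GP2 cells expressing PTHR1 and a GloSensor cAMP reporter, 3,000/well, plated overnight, given luciferin plus IBMX (each 0.5 mM as added) for 1 h at 37 °C, then compound for 1 h at 37 °C. Luminescence was read after 15 min at room temperature.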
The depositor's hits bear a star; i = inactive; ? = inconclusive; · = not tested or not shown; [ ] = dose if it differs, or a comment. Unless noted, calls follow the shape of the dose curve; as a rule, active = well fitted curve in the direction sought with a large enough effect; inconclusive = small, poorly fitted or top-dose-only effect, or another doubt; inactive = no such curve, though single readings can be large; an effect the other way counts as inactive or inconclusive. Some of the compounds tested, so the mix of outcomes need not match the whole.

compound	PLK1 PBD block	PI5P4K alpha inh	GLP-1R inv ag	IL2 activator	EPAC1 antag	EPAC1 ag	HEK293 tox	GLP-1R agonist	PTHR1 agonist
Cc1ccc(Cl)cc1NC(=O)C(=O)N1CCCCC1	-15%	1	4%	-0.7	-18%	7%	-7%	0%	-4%
O=C(c1ccco1)N1N=C(c2ccncc2)CC1(O)C(F)(F)F (stereo not given)	-18%	0	-3%	-3.2	-23%	0%	-1%	8%	0%
Cc1ccc(S(=O)(=O)NC(=O)NCc2ccc(F)cc2)cc1	-6%	10	-5%	0.5	1%	0%	-8%	1%	i
O=C(CSc1nnc(-c2ccccn2)n1Cc1ccccc1)N1CCOCC1	-7%	-1	-3%	-1.0	-5%	4%	6%	-3%	i
O=C(COC(=O)Cc1ccc(F)cc1)NCc1ccco1	-16%	-2	-3%	-0.3	-1%	6%	4%	-6%	-20%
COc1ccc(OC)c(NS(=O)(=O)c2ccc(NC(C)=O)cc2)c1	-4%	·	0%	0.5	-1%	5%	-25%	-1%	i
CCOC(=O)CSc1nnc(-c2cccnc2)n1C	4%	0	?	-1.9	2%	-3%	-3%	2%	i
CNC(=O)c1ccsc1NC(=O)c1sc2ccccc2c1Cl	?	-1	46%[activator]	0.5	?	6%	4%	13%	-93%[inhibitor]
COc1cccc(C(=O)N2CCOCC2)c1	-8%	2	-4%	0.0	-10%	-5%	-2%	0%	i
O=C(O)CC(NC(=O)CCC1CCCCC1)c1cc([N+](=O)[O-])ccc1Cl (stereo not given)	-3%	0	-5%	-0.7	1%	2%	14%	-1%	i
COc1cccc(CN(C)C(=O)c2cccc(S(=O)(=O)N3CCN(Cc4ccccc4)CC3)c2)c1OC	-5%	12	?	-7.7	1%	7%	14%	-2%	i
C#CCOCCOCCOCCNc1nc(N2CCN(C(=O)C([C@@H](C)CC)n3cc(C(N)COC(=O)C(F)(F)F)nn3)CC2)nc(N2CCN(C(=O)[C@H](Cc3ccc(O)cc3)n3cc(C(N)[C@H](C)CC)nn3)CC2)n1 (stereo not given in full)	-2%	-1	8%	0.4	4%	1%	-11%	-3%	-19%
O=C(CC1SC(=NCC2CCCO2)NC1=O)Nc1cc([N+](=O)[O-])ccc1Cl (stereo not given)	4%	-7	-11%[7.66 µM]	1.8	-11%	-1%	-9%[7.66 µM]	-1%	-20%
CCOc1ncccc1C(=O)Nc1cc(C(F)(F)F)ccc1N1CCOCC1	-16%	6	11%	0.0	-13%	-5%	5%	-8%	i
COCCCNC(=S)N1CCN(c2nc(-c3ccc(F)cc3)cs2)CC1	-1%	10	?	1.6	-10%	21%	-2%	-7%	-93%[inhibitor]
Cc1ccnc(Nc2nc(-c3ccccc3)cs2)c1	1%	11	-61%	-0.4	-18%	-5%	-4%	-2%	-1%
CC1(c2cccc3ccccc23)OC(=O)c2ccccc21 (stereo not given)	-8%	26	?	-5.2	-12%	12%	-6%	-1%	-48%
CC1CCCCC12NC(=O)N(CC(=O)c1ccc[nH]1)C2=O (stereo not given)	0%	?	-2%	2.2	1%	3%	15%	16%	i
CC1CN(C(=O)CSc2nnc(-c3ccccc3)o2)CC(C)O1 (stereo not given)	1%	0	-18%	-0.1	23%	1%	-1%	-1%	i
Cn1c(C(O)c2ccc3c(c2)OCO3)nc2ccccc21 (stereo not given)	2%	-1	2%	-0.7	5%	10%	-4%	4%	i
CC(=O)NCCn1c(SCC(=O)c2ccccc2)nc2ccccc2c1=O	-13%	0	-8%	-2.3	2%	6%	10%	5%	-37%[inhibitor]
Cc1ccc(NCN2C(=O)C3CC=CCC3C2=O)cc1 (stereo not given)	-9%	0	8%	-0.8	-11%	2%	-11%	3%	i
Cc1nn(-c2ccccc2)c(C)c1CN(C)C(=O)c1ccc(S(=O)(=O)NCc2ccco2)cc1	-11%	3	-9%	-0.1	-8%	14%	3%	1%	-17%
CC1=C(C(N)=O)C(c2ccccc2)n2nc(-c3cccs3)nc2N1 (stereo not given)	-16%	-8	9%	-2.0	-19%	1%	4%	-4%	27%
Cc1ccc(NC(=O)CCNS(=O)(=O)c2ccc3c(c2)oc(=O)n3C)c(C)c1	-5%	·	-5%	2.9	14%	1%	-2%	-21%	i
O=C(O/N=C\c1ccc(N2CCCCC2)c([N+](=O)[O-])c1)c1cccc(C(F)(F)F)c1	1%	4	5%	-0.3	6%	4%	14%	9%	-23%[57.5 µM]
CCN(C(=O)COC(=O)c1ccccc1Oc1ccccc1)c1c(N)n(Cc2ccccc2)c(=O)[nH]c1=O	-10%	8	1%	-2.8	2%	4%	4%	-8%	-17%
Cc1csc(NC(=O)c2ccccc2[N+](=O)[O-])n1	-6%	-3	1%	-0.1	-6%	0%	1%	3%	i
O=C(NCCS(=O)(=O)N1CCC2(CC1)OCCO2)c1ccccc1	-11%	-3	-1%	-0.3	3%	10%	3%	-9%	-38%[inhibitor]
Cc1ccc(Sc2ccc(N3CCC(C(=O)Nc4ccc(Cl)cc4)CC3)nn2)cc1	·	·	10%	·	·	·	-3%	-1%	-23%

Brought forward from above: two compounds, followed by the next part.
compound	PLK1 PBD block	PI5P4K alpha inh	GLP-1R inv ag	IL2 activator	EPAC1 antag	EPAC1 ag	HEK293 tox	GLP-1R agonist	PTHR1 agonist
O=C(NCCS(=O)(=O)N1CCC2(CC1)OCCO2)c1ccccc1	-11%	-3	-1%	-0.3	3%	10%	3%	-9%	-38%[inhibitor]
Cc1ccc(Sc2ccc(N3CCC(C(=O)Nc4ccc(Cl)cc4)CC3)nn2)cc1	·	·	10%	·	·	·	-3%	-1%	-23%
C=C1SC(=Nc2c(C)cccc2Cl)N(C(=O)c2sc3ccccc3c2Cl)C12CCCCC2	-7%	5	-8%	-1.0	-11%	1%	0%	-2%	-22%
CCOc1ccc(C(C(=O)NCC2CCCO2)N(Cc2ccccc2)C(=O)c2snc(C(N)=O)c2N)cc1 (stereo not given)	-2%	-3	-30%	-0.1	-7%	-3%	-6%	14%	-22%
COc1cc(OC)cc(C(=O)NC(=S)NCc2ccco2)c1	-6%	·	-17%	-1.7	-6%	-3%	3%	13%	i
O=C(c1cccc(S(=O)(=O)N2CCOCC2)c1)N1CCN(Cc2ccc3c(c2)OCO3)CC1	-2%	-1	-18%[7.66 µM]	-0.2	-27%	3%	-5%[7.66 µM]	-2%	-27%
COc1cc(/C=C2/CC(C)OC2=O)c([N+](=O)[O-])cc1OC (stereo not given)	-10%	2	24%	1.0	-17%	7%	-2%	2%	-17%
COc1ccccc1C1OCC(C)(C)CO1	-3%	-1	4%	0.5	?	-4%	-3%	0%	i
CC(=O)NNC(=O)CCn1c2c(c3ccccc31)CCCC2	-3%	0	?	3.3	0%	12%	0%	5%	i
COc1ccc(Cc2n[nH]c(=S)n2N)cc1OC	12µM*	?	7%[7.66 µM]	1.8	3%	0%	5%[7.66 µM]	0%	i
COC(=O)N/N=C/c1cc(C)n(-c2ccccc2)c1C	?	-2	25%	0.8	-5%	-3%	3%	21%	i
COCCn1c(SCC(=O)NC(=O)Cc2ccccc2)nc2ccccc2c1=O	-8%	-3	-2%	-0.1	15%	-12%	1%	0%	-9%
CCOC(=O)c1cc(C)n(Cc2ccccc2)c1C	-5%	-1	0%	-4.8	5%	10%	-4%	5%	i
C#CCn1cnc2c(oc3ccccc32)c1=O	-13%	4	10%	-0.6	-13%	7%	-2%	-4%	-25%
CC(OC(=O)c1cccs1)C(=O)NCc1ccccc1 (stereo not given)	-4%	1	-2%	-0.8	-1%	-5%	16%	7%	-23%[57.5 µM]
CCCCCSc1nnc2c(n1)OC(c1cccn1C)N(C(C)=O)c1ccccc1-2 (stereo not given)	-3%	1	?	0.5	-8%	11%	5%	-5%	-6%
O=S(=O)(c1ccccc1F)N1CCN(CCc2ccccc2)CC1	5%	13	?	-4.0	-9%	-4%	2%	2%	-26%
CC(C)OCCCN(CC(O)c1ccccc1)CC(O)c1ccccc1 (stereo not given)	1%	1	-19%	-2.5	4%	-2%	?	0%	-26%
O=C(COc1ncnc2ccccc12)Nc1ccc(Cl)c([N+](=O)[O-])c1	-13%	1	?	-2.6	-9%	-6%	-4%	18%	i
O=C(Nc1ccc2c(c1)OCO2)c1cnn2c(C(F)(F)F)cc(-c3ccco3)nc12	-4%	-7	1%	-2.2	6%	-11%	1%	1%	-4%
CCOc1ccc(NC(=O)C(C)Sc2nccn2C)cc1 (stereo not given)	-3%	7	1%	-1.7	-15%	16%	2%	0%	i
Clc1ccc(-c2n[nH]c3c2CCC3)c(Cl)c1	0%	6	?	-2.7	5%	0%	-32%	1%	-41%[inhibitor]
N#C/C(=C(/O)c1ccc([N+](=O)[O-])s1)c1nc2ccccc2[nH]1	2%	-8	?	2.3	6%	-2%	?	-3%	-48%[inhibitor]
Cc1ccccc1C(=O)N/N=C/c1ccsc1C	3%	2	-5%	0.5	18%	12%	1%[1.53 µM]	-9%	i
COc1ccc(-c2nc(CN3CCN(C(=O)c4ccco4)CC3)c(C)o2)cc1OC	-19%	-6	29%	-0.2	-9%	-1%	5%	3%	-22%
COc1ccccc1-c1cn(S(=O)(=O)c2ccc(C)cc2)nc1N	-9%	5	-14%	0.3	-27%	13%	11%	1%	-16%
